# High-throughput results as filed in PubChem.
# WT yeast gro inh: growth inhibition of WT yeast, mitochondrial fusion screen; 190,000 tested, 2.1% active; mitochondrial fusion phenotypic screen, WT strain; inhibition, % at 10 µM; AID 1362; in the data active = inhibition above about 58%; tested in S. cerevisiae
# MT stabilizer: microtubule stabilizers in HeLa cells; HeLa tubulin immunostaining HCS, 24 h; share of cells brighter than vehicle mean+2SD; % tubulin-high responders, % at 10 µM; 200,000 tested, 0.83% active; AID 2205;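 active = plate Z-score above 3 for both tubulin-high and condensed-nucleus cell shares, with cell loss under 80%, at 10 µM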;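 note: anti alpha tubulin signal scored within the nucleus-defined area of each cell; some results filed as inactive read as strong as hits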
# Yfh1-depleted yeast: mitochondrial function rescue without frataxin homolog – Friedreich's ataxia, plus single-dose screen, dose response (AID 1465) | S. cerevisiae Yfh1-off respiration, WST-1 reduction, 72 h; higher fold induction means a stronger effect | fold induction at 50 µM; hits with a dose series show EC50 in µM | 220,000 tested, 0.074% active;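 active = fold induction of absorbance versus untreated yeast above a set limit, then at least 30% activation at any dose in follow-up; inconclusive = repeats straddling the limit, or above it without dose testing; inactive = fold induction below the set limit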;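 note: activators that raise dye reduction in frataxin-depleted yeast; strong numbers were not always called active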
# human PMI inhibitors: MPI inhibition at elevated mannose 6-phosphate – biochemical, fluorescence intensity, high mannose 6-phosphate, primary screen (AID 1220); 190,000 tested, 0.66% active; recombinant PMI enzyme, coupled fluorescence intensity; higher % means a stronger effect; one-dose inhibition, % at 20 µM; IC50 in µM for titrated hits
# Dynein transport: blocks dynein driven cargo transport along microtubules | AID 1381 | 220,000 tested, 0.47% active | z-score, hits read low | 3617.4 mouse cells, GR-EGFP nuclear translocation imaging; test concentration mostly 20 µM; stimulated with dexamethasone, 1 µM; hits give low values;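 active = plate z-score of nuclear minus cytoplasmic receptor signal below a set negative limit, without overly bright fluorescence or cell loss, cut at about -3.5 in these data, passing the limit was not always enough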;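 note: z-score of nuclear minus cytoplasmic ring GR-EGFP intensity difference per well; some compounds called inactive have numbers as strong as hits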
#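 Buffer or medium: tet-free medium with charcoal-stripped serum / Also added: dexamethasone agonist, 1.0 µM final, for 30 min / Timing: induction 48 h, compound 1 h, agonist 30 min / Measured by: high-content fluorescence imaging after fixation / Read-out: nuclear-to-cytoplasmic GR-EGFP distribution per well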
# bCat nuc transl: alters nuclear translocation of beta-catenin in HeLa cells; immunofluorescence imaging; nuclear translocation activity, % at 5 µM; 190,000 tested, 0.3% active;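 active = nuclear translocation activity above 50% at 5 µM, with a well cell count of 50 or more; inconclusive = wells under 50 cells across six images, flagged as toxic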;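 note: per-cell ratio of nuclear to cytoplasmic median beta-catenin stain intensity; plate controls were DMSO negative control for no effect and GSK-3 inhibitor IX positive control for full effect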
#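 System: Human HeLa cells, endogenous beta-catenin | Compound dosing: 5 µM primary, 0.02–20 µM confirmation | Timing: 24 h compound exposure at 37°C, 5% CO2 | Measured by: Fluorescence imaging of beta-catenin antibody stain plus DAPI | Read-out basis: % activation of per-cell nuclear versus cytoplasmic median beta-catenin signal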
# Ins promoter up: MIN6 insulin promoter up-regulation; MIN6 insulin promoter-GFP reporter, high-content imaging; hits give high values; AID 1625; z-score at 5 µM; 190,000 tested, 0.3% active;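 active = z-score above 3 at 5 µM with at least 500 cells counted in the well; inconclusive = wells under 500 cells, flagged as cytotoxic or low count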
# human PMI inhibition: inhibitors of human PMI, primary screen, biochemical, fluorescence intensity, coupled assay (AID 1209); 190,000 tested, 0.42% active; inhibition, % at 20 µM, or IC50 in µM where a hit was titrated; purified PMI enzyme, coupled fluorescence intensity; higher % means a stronger effect;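 note: plate controls were DMSO vehicle for no effect and wells lacking substrate for full effect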
# Autophagy HCS: alters autophagy in cells | 190,000 tested, 0.98% active | calls only at 10 µM (by protocol) | MEF GFP-LC3 puncta imaging; test concentration mostly 10 µM | AID 463193;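 active = percentage of spot-positive cells more than 3 SD above its plate mean, without a fluorescence outlier flag or 80% toxicity; inconclusive = no clear call, values can overlap the other calls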;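 note: spot-positive cell cutoff set from DMSO-treated cells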
# WT yeast gro inh mutant strain: recorded beside WT yeast gro inh, whose call it bears; inhibition, %; mitochondrial fusion phenotypic screen, mutant strain inhibition
# Dynein transport cytoplasmic EGFP: also measured in Dynein transport; calls as there; z-score; measured here: cytoplasmic GR-EGFP intensity; hits give high values
# Dynein transport nuclear GR-EGFP: also measured in Dynein transport; calls as there; z-score; measured here: nuclear GR-EGFP intensity;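 lower value marks the stronger effect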
# Dynein transport cell count: also measured in Dynein transport; calls as there; z-score; measured here: cell count per field
# Ins promoter up cell count: recorded beside Ins promoter up, whose call it bears; cell count; measured here: cytotoxicity, nuclei count;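 total cells summed across four imaged fields per well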
# bCat nuc transl cell count 5 µM: further read-out of bCat nuc transl, marked with its call; cell count; measured here: cell count, cytotoxicity flag
# MT stabilizer Hoechst-high %: further read-out of MT stabilizer, marked with its call; % Hoechst-high responders; measured here: nuclear condensation Hoechst responders;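 share of cells brighter than vehicle mean plus two SD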
# MT stabilizer cytotoxicity %: also measured in MT stabilizer; calls as there; toxicity, %; measured here: cytotoxicity by cell density;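 0% = mean cell density of plate MIN control wells and 100% = no cells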
# Autophagy HCS cell loss 18 h: second read-out of Autophagy HCS, no call of its own (marks repeat the call); toxicity, %; measured here: cell loss, nuclei count;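 cell loss after 18 h compound exposure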
# An asterisk follows results filed as active; i = inactive; ? = inconclusive; · = no result given; + = active, no number. Cut-off read from the data, not from the text of the source, unless noted: active = inhibition above about 50%; inactive = the rest.
# Sample of the layout:
SMILES,WT yeast gro inh,WT yeast gro inh mutant strain,MT stabilizer,MT stabilizer Hoechst-high %,MT stabilizer cytotoxicity %,Yfh1-depleted yeast,human PMI inhibitors,Dynein transport,Dynein transport cytoplasmic EGFP,Dynein transport nuclear GR-EGFP,Dynein transport cell count,bCat nuc transl,bCat nuc transl cell count 5 µM,Ins promoter up,Ins promoter up cell count,human PMI inhibition,Autophagy HCS,Autophagy HCS cell loss 18 h
CCCN(CCC)CCCNS(=O)(=O)c1ccc2c(c1)oc(=O)n2C,0,-15,3.3,1.3,3.2,i,-1%,0.072,-0.23,0.53,0.9,-0.4,1072,-0.12,1064,5%,i,0
CS/C(N)=N/N=C/c1cc(C)ccc1O,·,·,·,·,·,i,·,-0.16,-0.23,-0.18,0.58,-0.1,1235,0.36,1132,·,·,·
CCOC(=O)c1cn(Cc2ccc(Cl)cc2Cl)c2cc(C)nn2c1=O,·,·,·,·,·,i,·,0.36,0.23,0.24,-0.024,-0.6,1085,-0.63,1450,·,·,·

# All compounds of this part, from the start:
SMILES,WT yeast gro inh,WT yeast gro inh mutant strain,MT stabilizer,MT stabilizer Hoechst-high %,MT stabilizer cytotoxicity %,Yfh1-depleted yeast,human PMI inhibitors,Dynein transport,Dynein transport cytoplasmic EGFP,Dynein transport nuclear GR-EGFP,Dynein transport cell count,bCat nuc transl,bCat nuc transl cell count 5 µM,Ins promoter up,Ins promoter up cell count,human PMI inhibition,Autophagy HCS,Autophagy HCS cell loss 18 h
CCCN(CCC)CCCNS(=O)(=O)c1ccc2c(c1)oc(=O)n2C,0,-15,3.3,1.3,3.2,i,-1%,0.072,-0.23,0.53,0.9,-0.4,1072,-0.12,1064,5%,i,0
CS/C(N)=N/N=C/c1cc(C)ccc1O,·,·,·,·,·,i,·,-0.16,-0.23,-0.18,0.58,-0.1,1235,0.36,1132,·,·,·
CCOC(=O)c1cn(Cc2ccc(Cl)cc2Cl)c2cc(C)nn2c1=O,·,·,·,·,·,i,·,0.36,0.23,0.24,-0.024,-0.6,1085,-0.63,1450,·,·,·
COc1cccc(OC)c1C(=O)NC(=S)NCc1ccccc1,3,13,3.9,3.7,8.1,i,17%,1.1,-0.31,0.76,-0.78,0.1,1468,-0.85,1439,14%,i,-5
COC(=O)C1C(=O)C2=C(CC1C)NC(=O)CC2c1ccc(F)cc1 (stereo unspecified),-3,-27,2.3,1.7,8.0,i,-7%,-0.77,-0.16,-0.45,0.27,2.3,1030,0.35,1188,-6%,i,-1
c1csc(CSc2nc3ccccc3s2)c1,5,3,3.4,3.0,12,i,6%,1.1,-0.22,1,-0.013,-8.1,1135,·,·,7%,i,29
COc1ccc(C(C(=O)NC2CCCCC2)N(Cc2ccco2)C(=O)CNC(=O)c2ccco2)cc1 (stereo unspecified),-10,10,4.1,2.3,60,i,·,-0.62,-0.17,-0.064,0.35,·,·,·,·,·,i,-7
O=C(Nc1ccc(O)cc1)/C(=C\C=C\c1ccccc1)NC(=O)c1ccccc1,·,·,·,·,·,i,·,0.095,-0.097,0.45,0.2,0.9,1300,0.03,1116,·,·,·
CC1CCCN(CCOCCOc2ccc(Cl)cc2Br)C1 (stereo unspecified),-16,10,2.0,1.7,7.6,i,-12%,-0.3,-0.21,-0.26,0.42,1.3,1396,-2.1,924,-1%,i,3
COc1ccc(OC)c(NC(=O)CN(c2ccc(C(C)C)cc2)S(=O)(=O)c2c(C)noc2C)c1,24,6,4.4,2.9,3.8,i,28%,1.8,-0.047,1.3,-1,·,·,-0.57,990,24%,i,-1
COc1ccc(-n2c(SCC(=O)Nc3ccc([N+](=O)[O-])cc3OC)nc3ccccc32)cc1,11,-1,2.7,2.1,2.0,i,5%,1.9,-0.2,1,-1.7,0.9,933,·,·,20%,i,23
COc1ccc(CC(=O)Nc2cccc(C(=O)O)c2C)cc1,-3,-3,2.0,1.7,4.2,i,-18%,-0.44,-0.25,-0.012,-0.24,0.2,983,0.91,1721,1%,i,-1
CCOc1ccccc1Oc1c(C)oc2c(CN3CCN(CCO)CC3)c(O)ccc2c1=O,23,0,3.8,2.0,9.3,i,6%,-0.1,-0.42,-0.48,0.3,-1.9,772,2.3,1200,5%,i,15
CN1CCN(CCCNC(=O)c2ccc3c(c2)N(Cc2ccccc2)CCS3)CC1,0,-1,7.2,2.5,2.3,i,-7%,0.5,0.1,0.58,-0.48,-6.5,1202,-0.15,1008,-1%,i,-3
COc1ccc(-c2[nH]ncc2C=O)cc1OC,-5,3,4.1,2.2,6.6,i,13%,1.1,-0.31,0.92,0.17,3.0,883,-0.77,1565,11%,i,9
CN(O)/C=C1\C(=O)Nc2ccccc21,-2,0,2.5,2.3,7.0,i,17%,-0.58,-0.13,-0.054,0.91,-1.4,1137,0,718,28%,i,-1
CC(C)=C1C2CCC1C1C(=O)N(CCc3ccccc3)C(=O)C21 (stereo unspecified),-5,-25,1.8,3.9,8.7,i,-3%,-0.8,-0.28,-0.71,0.59,-2.6,518,0.08,1381,-9%,i,13
Cc1ccc(CCNC(=O)CCNS(=O)(=O)c2ccc3c(c2)oc(=O)n3C)cc1,8,8,2.1,1.8,3.6,i,5%,1.9,-0.049,1.9,-2,0.6,1103,0.34,1246,14%,i,-5
CCCN(CCC)C(=O)c1ccc2c(=O)n(Cc3ccco3)c(=S)[nH]c2c1,-2,-5,2.1,1.6,1.0,i,6%,-0.96,-0.26,-0.76,1.2,4.7,813,2.2,1237,1%,i,20
CC(=O)c1ccc(N(C(=O)c2csnn2)C(C(=O)NC(C)(C)C)c2cccs2)cc1 (stereo unspecified),-15,-11,2.1,1.8,7.8,i,2%,-0.22,-0.34,0.16,0.54,-2.3,1101,-0.66,1504,7%,i,-10
NC(=O)c1c(NC(=O)c2cc3ccccc3o2)sc2c1CCC2,23,5,4.1,1.7,12,i,2%,4.4,-0.05,4.7,-2.7,-4.2,866,0.17,1526,-11%,i,7
C=CCNC(=S)NNC(=O)c1ccc(OC(C)C)cc1,9,15,3.1,2.3,0.8,i,4%,-0.29,-0.21,0.027,0.88,·,·,1.1,897,6%,i,-5
O=C(O)CC(NC(=O)C1CCCCC1)c1cc([N+](=O)[O-])ccc1Cl (stereo unspecified),-6,4,1.9,2.9,7.7,i,0%,0.0038,-0.15,0.15,-1.4,-0.4,1113,-0.26,1324,-16%,i,-8
CCN(CC)c1ccc2c(c1)OC(N)=C(C#N)C2c1cccnc1 (stereo unspecified),2,5,20*,20*,58*,?,14%,1.6,2.9,1.2,-0.51,65*,743*,-1.7,805,10%,+,62*
COC(=O)c1ccccc1NC(=O)c1cnn2c(C(F)F)cc(C3CC3)nc12,14,28,1.6,2.1,4.0,i,-4%,2.9,-0.16,1.2,-0.19,·,·,·,·,-1%,i,5
Cn1c(CNC(=O)c2ccco2)nnc1SCC(=O)Nc1cccc(Br)c1,-43,-28,3.8,2.2,8.1,i,4%,1.7,-0.18,0.92,-0.69,·,·,0.66,818,9%,i,7
CSc1ncc(C(C)=O)c(C)n1,-7,5,4.3,1.9,8.6,i,2%,1.1,-0.31,0.29,-1.4,·,·,·,·,3%,i,-2
O=c1c2ccccc2nc(-c2ccc(Br)cc2)n1Cc1ccccc1,10,13,1.6,1.6,7.4,i,5%,-0.36,-0.19,-0.48,0.45,·,·,·,·,11%,i,3
Cc1ccc(-c2ccnc(-c3ccc(O)cc3)n2)cc1,6,-9,5.4,2.1,1.4,i,-16%,0.57,0.66,0.35,-0.44,0.9,1089,-0.94,1059,-22%,i,-2
Cc1cc(NC(=O)c2cnccn2)no1,-15,-9,2.3,3.3,7.9,i,-7%,-1.9,0.99,-0.56,0.27,-2.6,996,-1,1313,2%,i,10
CCC(C)S(=O)(=O)c1snnc1C (stereo unspecified),-1,16,1.3,1.9,6.0,i,1%,-0.6,-0.3,-0.011,0.62,-3.2,1164,·,·,-4%,i,-7
Cc1c(Cl)cccc1-n1ccnc1SCC(=O)O,3,5,3.4,2.7,10,i,-3%,-1.4,1.7,-0.52,0.85,-7.1,1018,-0.14,1450,-15%,i,7
CC(C)(C)C(=O)Cn1ncc(N2CCCC2)c(Br)c1=O,3,3,2.1,1.4,4.6,i,8%,-0.48,-0.19,-0.33,0.28,-1.3,1307,-0.5,1479,-5%,i,2
COc1cc(CNn2cnnc2)ccc1OCC(=O)NC(C)(C)C,-16,-11,3.1,2.1,9.4,i,-4%,0.41,-0.42,0.34,-0.32,0.3,1418,-0.45,1407,-7%,i,-27
CC(=O)Nc1ccc(NS(C)(=O)=O)cc1,-13,-2,1.8,0.7,2.0,i,-4%,-1.3,-0.32,-0.38,0.72,·,·,-1.3,997,-9%,i,22
CC(NC(=O)c1ccco1)C(=O)Nc1nc(-c2ccccn2)cs1 (stereo unspecified),-6,-17,2.2,2.4,1.4,i,30%,0.24,-0.18,-0.13,0.073,-2.2,950,-0.55,964,26%,i,-3
COc1ccc([C@H]2C=C(C(=O)O)O[C@@H](OCc3ccc(CO)cc3)C2)cc1,·,·,·,·,·,i,·,-1.2,-0.8,-0.54,1,-1.2,1342,-0.49,1068,·,·,·
CCc1cc2c(SCc3nc4sc(C(C)=O)c(C)c4c(=O)[nH]3)ncnc2s1,·,·,·,·,·,i,·,-0.12,0.024,-0.11,0.45,24,1080,-0.08,1388,·,·,·
CC(=O)N1CC=CC1(C)C(=O)O (stereo unspecified),0,-8,3.2,1.9,5.9,i,-28%,0.66,-0.29,0.62,0.51,-3.5,570,-0.22,1236,-29%,i,11
